# Growth percent in the NCI-60 one-dose screen (48 h, 10 µM unless noted): 100 = growth as untreated, 0 = no growth, -100 = all killed.
# HL-60(TB): HL-60(TB) leukemia cells. 78,000 compounds, 9% hits; active means growth percent below 10
# * = called active by the depositor; & = joins results of further samples; [ ] = remark or other dose. Some of the compounds tested; count on the stated rates, not on these rows.
structure	HL-60(TB)
O=C(CC1(O)C(=O)Nc2ccccc21)c1ccc(NS(=O)(=O)c2ccccc2)cc1 (stereo unspecified)	96.8
CN1CCN(c2ccc(Nc3nc(NCCCNS(=O)(=O)c4ccccc4)c4sccc4n3)cc2)CC1	-32.9*
CCOC(=O)c1cc(C(=O)c2cc(OC)cc(OC)c2)n2nc(C)ccc12	-16.5*
CCCCCCC(C)c1ccccc1O (stereo unspecified) (tested in a mixture with another compound)	112.8
CC1=C2CC/C(C)=C/CC[C@]3(C)O[C@H]3CC/C(C)=C/[C@H]2OC1	86.5
CCCCOC(=O)c1ccccc1	105.1
Cc1ccc(C(=O)C2CC2)c(C)c1	71.7
NS(=O)(=O)c1cccc(C(=O)O)c1	48.5
CO[C@H]1CC[C@@]2(C)C(=CC[C@@H]3[C@@H]2CC[C@]2(C)C(=O)C(=O)C[C@@H]32)C1	141.1
CCOC(COc1ccccc1)OCC	100.7
O=S(=O)(Nc1ccc(NS(=O)(=O)c2ccccc2)c(Cl)c1)c1ccccc1	78.4
Oc1ccc(N=Nc2nccs2)c(O)c1	6.0*
Cn1ccnc1CN1CCSC(C(=O)Nc2ccccc2)C1 (stereo unspecified)	88.6
CC(=O)CC1=CCCCC1	77.8
COc1cccc(/C=C(/C(C)=O)C(=O)c2ccccc2)c1	76.0
Cc1cc(C)c2nc(C)c(C)[n+]([O-])c2c1	85.7
COc1ccc(-n2nc(C(=O)NCC(=O)NO)nc2-c2ccccc2)cc1	109.1
CCCS(=O)(=O)Nc1ccc(F)c(C(=O)c2c[nH]c3ncc(-c4ccc(Cl)cc4)cc23)c1F	30.7
Cc1oc2c(Cc3ccc(NC(=O)c4ccc(Cl)cc4)cc3)ncnc2c1C(=O)NO	87.9
CCOC(=O)c1c(C)csc1NC(=O)CSCc1c(F)cccc1Cl	93.8
CC1CCc2c(sc3nc(SCC(=O)NNC(=S)Nc4ccccc4)n(-c4ccccc4)c(=O)c23)C1 (stereo unspecified)	116.3
Cc1cccc(C)c1-c1cc(Cc2ccc(Cl)cc2)c(=O)[nH]n1	90.8
O=[N+]([O-])CC(c1ccccc1Cl)c1c(-c2ccccc2)[nH]c2ccccc12 (stereo unspecified)	6.9*
O=c1[nH]c(NCc2nnnn2-c2ccc(Br)cc2)nc2sc3c(c12)CCCC3	102.6
O=C1NC(=O)C2(CCC(C3CCCCC3)CC2)N1 (stereo unspecified)	123.4
COc1cc(C)c2c(c1OC)C(=O)CC2	103.5
O=C(Nc1ccc(Cl)c(C(F)(F)F)c1)Nc1ccc(-c2cccnc2)cc1N1CCC(CO)CC1	-6.9*
CC/C(=N/O)c1ccccc1	71.3
Cc1ccc(/C=C2\SC(=S)N(CCC(=O)O)C2=O)cc1	104.8
O=C1CC(c2ccc(Cl)cc2)Oc2ccc(Cl)cc21 (stereo unspecified)	70.3
COc1ccc(/C=C\c2cc(OC)c(OC)c(OC)c2)cc1NC(=O)/C=C/c1ccc(OC)c(OC)c1	-24.9*
CCc1nc2cc(/C=C/C(=O)NO)c(F)cc2c(=O)n1CCc1ccccc1	-8.6*
COC(=O)C(Cc1cccc(-c2ccco2)c1)NC(=O)OCc1ccccc1 (stereo unspecified)	99.9
COc1ccc(/C=C(/C(=O)N2CCCCC2)c2cc(OC)c(OC)c(OC)c2)cc1	-17.5*
CSc1nc(-c2cccs2)c2c(N)nn(S(=O)(=O)c3ccc(Cl)cc3)c2n1	96.5
COc1cc(C(=O)/C=C/c2c(C)nn(-c3ccccc3)c2N2CCOCC2)cc(OC)c1OC	80.7
CC(=O)N(C)c1ccc(O)cc1	120.9
CCOC(=O)c1c(C)c2c(n1Cc1ccc(OC)cc1)CSc1cc(S(=O)(=O)c3ccccc3)c(=O)[nH]c1-2	92.2[100 µM]
N#CCC(=O)OCCOC(=O)CC#N	95.2
CCCCCCN1COCC(COc2ccc(Cl)cc2)OC1 (stereo unspecified)	92.0
COc1ccc(C2=CCCCCC2)cc1OC	64.8
N#CCC(=O)NNS(=O)(=O)c1ccc(Br)cc1	102.1
Cc1ccc(/C=C(\C(=O)NNS(=O)(=O)c2ccc(C)cc2)c2nc3ccccc3s2)cc1	99.3
Cc1ccc2nc(Cl)c(/C=C/C(=O)c3ccc(N)cc3)cc2c1	109.9&93.9
COc1ccccc1Nc1nnc(-c2ccc(Cl)cc2)o1	-9.6*
COc1ccccc1[P+](CO)(c1ccccc1OC)c1ccccc1OC	75.0
O=[N+]([O-])c1ccc2c(c1)C(=Nc1ccc(N=C3c4cc([N+](=O)[O-])ccc4-c4ccc([N+](=O)[O-])cc43)cc1)c1cc([N+](=O)[O-])ccc1-2	99.6
CCOc1ccc(/C=C2\SC(=S)N(N3CCOCC3)C2=O)cc1OC	99.8
NC(N)=NCC(=O)Sc1nc(-c2ccco2)cc(-c2ccc(Cl)cc2Cl)n1	112.2
C#CCOc1ccc(/C=C2/SC(=O)NC2=O)cc1OC	133.4
CN(C)CCN(C)c1ccc2ncc(C#Cc3cncc(C(=O)Nc4ccc(CN5CCN(C)CC5)c(C(F)(F)F)c4)c3)n2n1	36.5
O=S(=O)(Nc1ccc(Cl)nn1)c1ccc(NC(=S)Nc2ccccc2)cc1	107.0
O=[N+]([O-])c1ccccc1Nc1ccc2ccccc2c1	93.5
CCc1cccc(CC)c1N1C(=O)CC(Sc2ccccc2N)C1=O (stereo unspecified)	104.8
CCN(CC)CC(Oc1ccccc1OC)C(=O)c1ccccc1 (stereo unspecified)	103.5
Clc1ccc(Cn2cc(CSc3nc4ccccc4o3)nn2)cc1Cl	109.0

# The results go on:
structure	HL-60(TB)
CCOC(=O)CCC(NC(=O)c1ccc(N)cc1)C(=O)OCC (stereo unspecified)	101.8
CCCCNC(=O)Nc1sc2c(c1C(=O)OCC)CCCC2	109.7
COc1cc(NS(=O)(=O)C(C)C)cc(-c2cc(-c3ccc(N4CCNCC4)cc3)cnc2N)c1	78.3
CC(C)(C#N)c1cc(Cn2cncn2)cc(C(C)(C)C#N)c1	90.0
C#CCOC(=O)c1c(Cl)c(Cl)c(C(=O)OCC#C)c(Cl)c1Cl	81.2
Oc1cccc2ccc(-c3ccccc3)nc12	104.6
CCOC(=O)c1c(O)cc(-c2cc(OC)c(OC)c(OC)c2)cc1-c1sc(N(C)Cc2ccccc2)nc1Cl	91.5
COc1ccc(/C=C2\Cc3c(F)ccc(Br)c3C2=O)c(OC)c1	97.9
O=Cc1c(OCc2cnnn2CC(=O)Nc2ccc(Br)cc2)ccc2ccccc12	105.5
CCOC(=O)/C(C#N)=C/c1ccccc1F	99.8
COC(=O)c1c2c(c(C)[n+]([O-])c1C)C(=O)C(NCCN1CCOCC1)=CC2=O	52.4
CCOC(=O)c1cc(C#N)n2c1ccc1c3cccnc3ccc12	96.8
CCC(CO)NC1CCCC1 (stereo unspecified)	69.5
[2H]C([2H])([2H])Oc1cccc(/C=C/C(=O)/C=C(/C=C/c2cccc(OC([2H])([2H])[2H])c2OC([2H])([2H])[2H])OB(F)F)c1OC([2H])([2H])[2H]	60.0
COc1ccccc1NC(=O)N/C(N)=N/c1nc2ccccc2s1	-27.1*
CC(C)(C)n1cc(C(=O)c2ccccc2)cc1-c1ccccc1	134.6
O=[N+]([O-])c1ccc(Oc2ccccc2-c2ccccc2)c([N+](=O)[O-])c1	108.8
COc1cc(/C=C2/SC(=S)NC2=O)ccc1OCc1cn(-c2ccc(S(=O)(=O)Nc3nccs3)cc2)nn1	111.7
COc1ccc(C2NC(=O)Nc3ccccc32)c(OC)c1 (stereo unspecified)	93.2
COc1ccc(-n2nc(C)c3c2N(C)C2(C)C[C@@H]4C3(C)[C@@H]3CC4(C2)N(C)c2c(c(C)nn2-c2ccc(OC)cc2)[C@H]3C)cc1 (stereo partly specified)	18.1
C=C1C(=O)O[C@H]2[C@H]1CC/C(COC(=O)n1cc(C)nc1CC)=C\CC[C@@]1(C)O[C@@H]21	70.7
COc1ccc2[nH]cc(-c3cc4nc(-c5cn(C)c6ncccc56)cc(N)n4n3)c2c1	-35.4*
CC(=O)N(C(C)=O)c1ccc(C)cc1	92.9
CCCC(CC)N(c1ccc(Cl)cc1)c1nc(-c2ccc([N+](=O)[O-])cc2)cs1 (stereo unspecified)	101.3
CCCC(O)CNCc1ccnc2ccc(OC)cc12 (stereo unspecified)	115.0
COc1ccc(-c2nc3sccn3c2/C=C/C(=O)c2c[nH]c3ccccc23)cc1	116.9
c1ccc(Cn2ccc3c2-c2oncc2CCC3)cc1	92.1
CC1=C(C)C(=O)C(Nc2cccc(C(=O)OC(C)(C)C)c2)=C(Cl)C1=O	68.0
CNC(=O)c1cc(N2CCc3cc(NC(=O)c4cccc(C(F)(F)F)c4)ccc32)ccn1	84.7
COc1ccccc1-c1cc(-c2cc3ccccc3oc2=O)nc(N)n1	95.8
Cc1sc2c(c1C)c(=O)nc1c(-c3nc(-c4ccc(F)cc4)no3)n[nH]n12	103.2
Cc1ccc(C(=O)O)c(=O)[nH]1	86.1
Cc1ccc(COc2ccc(NC(=O)Nc3ccccc3)cc2)cc1	95.6
O=C(NCCCOC(=O)c1ccccc1)c1ccccc1	77.5
CC1CCCCN1C(=S)Nc1ccc(S(=O)(=O)N2CCCCC2)cc1 (stereo unspecified)	101.6
Cn1c(SCC(=O)Nc2ccc(-c3nc4ccccc4[nH]3)cc2)nc2ccccc2c1=O	114.4
COc1cc(/C=C/C(=O)c2ccc(Cl)cc2)ccc1Oc1nc2c(c(=O)n(C)c(=O)n2C)n1C	107.3
O=NN(CC(=O)O)Cc1ccc(Cl)cc1	102.3
NS(=O)(=O)c1ccc(CCN2C(=O)/C(=C\c3ccc(Cl)cc3)C=C2c2ccc(Oc3ccccc3)cc2)cc1	83.7
COc1cc(C2C(C#N)=C(N)N(c3ccc(OC(F)(F)F)cc3)C3=C2C(=O)CC(C)(C)C3)cc(OC)c1O (stereo unspecified)	105.6
CCC(C)NC(=S)Nc1ccccc1 (stereo unspecified)	86.5
CC(Br)C(OC(=O)C(Cl)(Cl)Cl)c1cc2c(cc1Br)OCO2 (stereo unspecified)	100.2
O=C(O)CCCCCN1C(=O)NC2(C1=O)c1ccccc1-c1ccccc12	100.9
CCOC(=O)c1ccc(C(=N)N)cc1	103.0
CCOC(=O)C1N(Cc2ccccc2)C(=O)c2c(Cl)cc(Cl)cc2N2CCC(=O)C12C(=O)OCC (stereo unspecified)	113.6
Nc1ccc(Sc2ccc([N+](=O)[O-])cc2)cc1	56.9
CCc1ccc(NC(=O)N[C@@H](Cc2cccc(F)c2)C(=O)N[C@@H]2C(=O)N3CCC[C@H]3C(=O)N3CCCC[C@H]3C(=O)N[C@@H](C)C(=O)N3C[C@H](C)C[C@H]3C(=O)O[C@H]2C)c(F)c1	8.3*
COc1c(NC[C@H]2OC(O)[C@H](O)[C@@H](O)[C@@H]2O)c(=O)c1=O (stereo partly specified)	114.2
O=C1c2ccccc2CCC1[n+]1ccc2ccccc2c1 (stereo unspecified)	72.6
COc1cccc(CC(=O)O)c1OC	107.8
CS(=O)(=O)NCCSc1nc(-c2ccccc2)c(C#N)c(=O)[nH]1	104.0
CN(Cc1ccccc1)c1nc(Cl)c(C2CC(c3ccc(Cl)cc3)=NN2C=O)s1 (stereo unspecified)	93.7
c1cc2[nH]ncc2cc1-c1nc2ccc3[nH]ncc3c2c2c1CCCC2	-18.3*
N#CC(=C=N)C(=C(C#N)C#N)c1ccncc1	99.7
N#CN1CC[C@H](C(=O)Nc2ncc(-c3ccccc3)s2)C1	-23.2*
COC(=O)C1=C(C)NC(C)=C(C(=O)OC)C1c1cccc(C#N)c1	110.6

# Of the compounds above, these have a tert-butyl group.
structure	HL-60(TB)
CC(C)(C)n1cc(C(=O)c2ccccc2)cc1-c1ccccc1	134.6
CC1=C(C)C(=O)C(Nc2cccc(C(=O)OC(C)(C)C)c2)=C(Cl)C1=O	68.0

# Further results
structure	HL-60(TB)
CC(=O)Nc1ccc(S(=O)(=O)Nc2onc(C)c2C)cc1	101.7
O=C(O)c1cn(C2CC2)c2cc(N3CCN(C(=O)CN4C(=O)S/C(=C/c5ccc(Cl)cc5)C4=O)CC3)c(F)cc2c1=O	102.9
CCC1(c2ccc(C)cc2)C(=O)NC(=S)NC1=O	101.9
Cc1cc(N(CCCl)CCCl)ccc1C=Nc1ccc(-c2csc(Cc3ccccc3)n2)cc1	30.7
C#CCOc1ccccc1/C=N/Nc1nc(-c2ccc(F)cc2)cs1	84.5
CC[C@]12C=CCN3CC[C@@]4(c5cc(NC(=O)CCC(=O)OCc6cn(Cc7ccc(F)cc7)nn6)c(OC)cc5N(C)[C@H]4[C@@](O)(C(=O)OC)[C@@H]1OC(C)=O)[C@@H]32	96.8
OC1OC(COC(c2ccccc2)(c2ccccc2)c2ccccc2)C(O)C(O)C1O (stereo unspecified)	97.4
CN(C)CCS(=O)(=O)Nc1cc(-c2ccc3ncc(C#N)c(Nc4ccc(F)c(Cl)c4)c3c2)cnc1Cl	-28.4*
Cc1cc(=O)[nH]c(N/N=C/c2ccccc2O)n1	71.3
CC(C)(C)OC(=O)n1cc(-c2nc(-c3c[nH]c4ncccc34)cs2)c2ccccc21	96.4
CCOC(=O)C1=C(C)N2C(=NC3=C(CCCC/C3=C\c3ccc(OC)cc3)C2c2ccc(OC)cc2)S1 (stereo unspecified)	95.6
NS(=O)(=O)c1ccc(CCNC(=O)Nc2nc3ccccc3s2)cc1	108.1

# 3 entries from above, as labelled records:
molecule: CC(C)(C)OC(=O)n1cc(-c2nc(-c3c[nH]c4ncccc34)cs2)c2ccccc21
  HL-60(TB): 96.4
molecule: NS(=O)(=O)c1ccc(CCNC(=O)Nc2nc3ccccc3s2)cc1
  HL-60(TB): 108.1
molecule: CCOC(=O)C1=C(C)N2C(=NC3=C(CCCC/C3=C\c3ccc(OC)cc3)C2c2ccc(OC)cc2)S1 (stereo unspecified)
  HL-60(TB): 95.6

# From PubChem
